# Ecoli WT expand = growth inhibitors of wild-type E. coli, primary screen, strain BW25113, expanded library, OD600; OD600 absorbance; growth inhibition, % at 100 µM; actives 0.15% (n = 98,000); AID 710, 2007;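 active = growth inhibition above about 50% at one test dose, limit read from the data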;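 also: growth measured after 20 h incubation at 37 °C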
# PostGolgi ctrl = growth inhibition of yeast control strain, primary screen, counter-screen for post-Golgi transport modulator project; efflux-deficient yeast background strain, growth absorbance A615, 16 h; inhibition, % at 10 µM; actives 5% (n = 98,000)
# S1P2 ag = S1P2 receptor agonists, primary screen, cell-based; Sphingosine 1-phosphate receptor 2 (Homo sapiens), O95136; activation, % at 4.5 µM; actives 0.46% (n = 97,000); AID 729, 2007; S1P2-expressing cell line, agonist reporter read-out; in the data active = activation above about 16%;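 also: 0% = vehicle low control and 100% = maximal reference agonist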
# Target sequence (O95136 whole entry, looked up): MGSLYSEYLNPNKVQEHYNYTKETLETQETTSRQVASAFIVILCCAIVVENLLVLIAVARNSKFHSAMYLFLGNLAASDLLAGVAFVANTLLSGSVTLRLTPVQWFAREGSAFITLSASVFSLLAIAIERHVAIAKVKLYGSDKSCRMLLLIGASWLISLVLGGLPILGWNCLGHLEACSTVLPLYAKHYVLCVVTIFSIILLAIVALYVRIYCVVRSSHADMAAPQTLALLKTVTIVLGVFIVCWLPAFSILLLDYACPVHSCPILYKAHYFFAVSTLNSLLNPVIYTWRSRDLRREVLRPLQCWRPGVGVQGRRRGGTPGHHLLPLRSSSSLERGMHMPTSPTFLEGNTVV
# hDAT+cocaine = changed hDAT dopamine uptake under cocaine IC80, either direction, primary screen, cocaine antagonist project, cell-based, LLC-PK1 hDAT, [14C]-dopamine uptake, MLSMR | Sodium-dependent dopamine transporter (Homo sapiens), Q01959 | LLC-PK1 hDAT cells, [14C]-dopamine uptake with cocaine IC80; actives deviate in either direction | B-score at 10 µM | actives 1.3% (n = 110,000) | AID 449768, 2010;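 active = Z score or B-score, a plate-position-corrected score, falls beyond the plate's 99.7% confidence bounds, in either direction; inactive = both scores lie inside the 99.7% bounds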;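 also: scored against the spread of the other compound wells on the same plate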
# Target sequence (Q01959 whole entry, looked up): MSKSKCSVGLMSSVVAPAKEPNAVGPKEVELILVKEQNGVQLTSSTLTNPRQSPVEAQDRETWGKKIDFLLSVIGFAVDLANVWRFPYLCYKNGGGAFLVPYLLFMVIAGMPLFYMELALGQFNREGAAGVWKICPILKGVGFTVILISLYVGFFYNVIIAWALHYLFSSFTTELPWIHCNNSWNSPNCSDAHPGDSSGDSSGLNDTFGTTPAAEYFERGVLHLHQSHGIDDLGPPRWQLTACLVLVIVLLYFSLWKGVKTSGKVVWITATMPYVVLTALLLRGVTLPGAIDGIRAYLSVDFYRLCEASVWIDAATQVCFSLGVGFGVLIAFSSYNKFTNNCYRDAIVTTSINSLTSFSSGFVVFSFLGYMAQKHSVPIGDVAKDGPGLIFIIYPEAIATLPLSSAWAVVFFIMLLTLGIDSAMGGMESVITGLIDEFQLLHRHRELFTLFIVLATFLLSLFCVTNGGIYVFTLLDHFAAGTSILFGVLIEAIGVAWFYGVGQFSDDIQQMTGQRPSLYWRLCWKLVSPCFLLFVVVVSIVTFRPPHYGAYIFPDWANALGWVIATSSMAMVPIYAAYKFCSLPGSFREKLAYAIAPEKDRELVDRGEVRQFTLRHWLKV
# HUVEC inhibit = inhibitors of HUVEC proliferation, primary screen, cell-based, 384-well; CellTiter-Glo luminescence, 72 h; stronger effect = lower value; viability, % at 10 µM (by protocol); actives 1.1% (n = 86,000);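 active = viability at or below 30%; inactive = viability above 30%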;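 also: 100% = median luminescence of DMSO-only cell control wells on each plate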
# PostGolgi yeast = phenotypic screen on post-Golgi transport, primary screen. post-Golgi transport phenotypic cell assay. inhibition, % at 10 µM. actives 0.9% (n = 98,000). AID 739, 2007;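 also: yeast cells grown in 1536-well plates; yeast grown about 18 h at 30C before absorbance read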
# H69AR growth 86K = proliferation blockers of H69AR lung cancer cells, primary screen, cell-based, human, 86K library; H69AR lung tumor viability, ATP luminescence, 72 h; stronger effect = lower value; viability, % at 10 µM; actives 6% (n = 85,000); AID 598, 2007;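 active = viability at or below 40%; inactive = viability above 40%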;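 also: multidrug resistant small cell line overexpressing MRP-1 efflux transporter; 100% = mean luminescence of untreated control wells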
# Lung fibro prol = antiproliferative effect on LL 47 fibroblasts – human, LL 47 cells, CellTiter-Glo luminescence, primary screen | LL 47 human lung fibroblast viability, ATP luminescence; stronger effect = lower value | viability, % at 10 µM | actives 1.1% (n = 85,000) | AID 719, 2007;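 active = viability at or below 50% in the single dose screen; inactive = viability above 50%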;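 also: compound exposure lasted 72 h before the ATP readout; 100% = median luminescence of untreated cell-only wells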
#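 Test system: LL 47 human lung fibroblasts; Quantity: 1,150 cells/well; Buffer or medium: IMEM plus 15% FBS; Dosing: tenfold compound dosing solution, DMSO at 0.1%; Timing: overnight cell rest, 72 h compound treatment at 37 °C; Detection: ATP-based CellTiter-Glo luminescent readout; Read-out basis: viability percentage against median untreated-cell control; Controls: cell-only wells, no compound.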
# S1P2 blocker = human S1P2 receptor antagonists, primary screen, cell-based; actives 0.21% (n = 97,000); Sphingosine 1-phosphate receptor 2 (Homo sapiens), O95136; cell-based S1P2 antagonist assay, inhibition at 5 uM; inhibition, % at 5 µM; in the data active = inhibition above about 45%;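 also: CRE beta-lactamase reporter cells expressing human S1P2 stimulated with S1P; 0% = agonist at EC80 alone and 100% = agonist plus reference antagonist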
# Numbers without * were called inactive; . = not tested or not shown. Rule as the data show it, unless noted: active = inhibition above about 30%; inactive = the rest.
SMILES,Ecoli WT expand,PostGolgi ctrl,S1P2 ag,hDAT+cocaine,HUVEC inhibit,PostGolgi yeast,H69AR growth 86K,Lung fibro prol,S1P2 blocker
N#CC1=C(SCC(=O)c2ccc(Br)cc2)NC2=C(C(=O)CCC2)C1c1ccco1 (configuration not stated),-13,15,.,.,51,14,17*,57,.
O=C(Nc1cccc(-c2nnc(-c3ccccc3)o2)c1)C1CCCO1 (configuration not stated),6,-5,-1,2.2,97,-3,83,103,-4
CCCCn1cnc2c(cnn2-c2ccc(Cl)cc2)c1=O,0,27,-1,-0.97,102,8,95,102,2
CCn1c(SC)nnc1-c1ccc(S(=O)(=O)N2CCCCC2)cc1,.,.,-6,0.37,110,.,91,95,-4
O=C(Cc1ccc2cccnc2c1)c1ccc(O)cc1O,8,16,-3,-0.19,108,-2,92,99,16
Cc1c(/C=N/NC(=O)C(C)(C)Oc2ccc(Cl)cc2)cnn1C,0,4,-4,0.83,.,-14,.,.,11
COc1ccc(NC(=O)/C=C/C(=O)O)cc1Cl,0,-1,-6,-0.89,.,17,.,.,13
CC1=N/C(=C\c2ccc([N+](=O)[O-])cc2)C(=O)N1c1ccc(Br)c(C)c1,-14,2,-1,0.091,.,6,.,.,17
O=C(O)C1CCN(c2nc(-c3ccccc3)nc3c2oc2ccccc23)CC1,9,3,-7,3.1,79,-5,19*,93,13
O=C(COc1ccc(Cl)cc1Cl)NC(=S)N1CCCc2ccccc21,1,-3,-2,0.69,.,0,.,.,-1
CCn1c(=O)c2c(cnn2C)c2ccccc21,-6,4,-3,-0.48,.,-5,.,.,-14
C=CCn1c(=O)n(CCOC)c(=O)c2sc3ccccc3c21,1,-7,-6,-1.5,93,7,83,84,-4
COc1ccccc1NC(=O)CSc1nnnn1C,4,-2,-5,-0.57,103,-3,101,103,-4
Cc1ccnc(NS(=O)(=O)c2ccc(NC(=O)C34CC5CC(CC(C5)C3)C4)cc2)n1,5,-6,-2,1.8,95,1,88,91,6
COc1ccc(S(=O)(=O)N(c2onc(C)c2Cl)S(=O)(=O)c2ccc(OC)c(OC)c2)cc1OC,8,-2,-5,0.71,.,3,.,.,14
COc1ccc(-n2cnnc2)cc1,6,2,-5,-1,99,-1,80,105,3
CC(NC(=O)Cn1nc(-c2ccccc2)c2ccccc2c1=O)c1ccccc1 (configuration not stated),-7,0,-6,1.9,93,-6,80,95,-3
O=C(Cc1ccsc1)NCC(c1ccco1)N1CCCCC1 (configuration not stated),0,0,.,1.2,96,0,86,99,.
CCS(=O)(=O)n1nc(-c2ccc(Cl)cc2)nc1SC,12,-5,-5,-0.26,93,4,95,104,-6
CCCCOCCCNS(=O)(=O)c1ccccc1,7,-2,-4,1.1,88,0,99,98,5

# Nothing new here: 12 of the compounds above.
SMILES,Ecoli WT expand,PostGolgi ctrl,S1P2 ag,hDAT+cocaine,HUVEC inhibit,PostGolgi yeast,H69AR growth 86K,Lung fibro prol,S1P2 blocker
O=C(O)C1CCN(c2nc(-c3ccccc3)nc3c2oc2ccccc23)CC1,9,3,-7,3.1,79,-5,19*,93,13
O=C(COc1ccc(Cl)cc1Cl)NC(=S)N1CCCc2ccccc21,1,-3,-2,0.69,.,0,.,.,-1
CCn1c(=O)c2c(cnn2C)c2ccccc21,-6,4,-3,-0.48,.,-5,.,.,-14
C=CCn1c(=O)n(CCOC)c(=O)c2sc3ccccc3c21,1,-7,-6,-1.5,93,7,83,84,-4
COc1ccccc1NC(=O)CSc1nnnn1C,4,-2,-5,-0.57,103,-3,101,103,-4
Cc1ccnc(NS(=O)(=O)c2ccc(NC(=O)C34CC5CC(CC(C5)C3)C4)cc2)n1,5,-6,-2,1.8,95,1,88,91,6
COc1ccc(S(=O)(=O)N(c2onc(C)c2Cl)S(=O)(=O)c2ccc(OC)c(OC)c2)cc1OC,8,-2,-5,0.71,.,3,.,.,14
COc1ccc(-n2cnnc2)cc1,6,2,-5,-1,99,-1,80,105,3
CC(NC(=O)Cn1nc(-c2ccccc2)c2ccccc2c1=O)c1ccccc1 (configuration not stated),-7,0,-6,1.9,93,-6,80,95,-3
O=C(Cc1ccsc1)NCC(c1ccco1)N1CCCCC1 (configuration not stated),0,0,.,1.2,96,0,86,99,.
CCS(=O)(=O)n1nc(-c2ccc(Cl)cc2)nc1SC,12,-5,-5,-0.26,93,4,95,104,-6
CCCCOCCCNS(=O)(=O)c1ccccc1,7,-2,-4,1.1,88,0,99,98,5

# New compounds follow.
SMILES,Ecoli WT expand,PostGolgi ctrl,S1P2 ag,hDAT+cocaine,HUVEC inhibit,PostGolgi yeast,H69AR growth 86K,Lung fibro prol,S1P2 blocker
CCc1ccccc1N(CC)C(=O)c1cn(C)c(=O)c2cc(OC)c(OC)cc12,2,25,-3,-0.092,106,-6,69,104,6
O=C(CN(c1ccc(F)cc1)S(=O)(=O)c1ccc2c(c1)OCCO2)NCc1ccccn1,7,22,-5,0.048,103,9,85,101,-9
CC1CCCCN1S(=O)(=O)c1ccc(S(=O)(=O)NCCc2ccncc2)cc1 (configuration not stated),.,.,-3,-0.0024,104,.,50,99,-7
Cc1c(C(=O)N2CC(C)OC(C)C2)sc2nc(-c3ccccc3)cn12 (configuration not stated),6,8,-10,.,94,4,85,99,6
O=c1c2ccccc2nc(SCc2cc(=O)n3ccsc3n2)n1CCCO,5,-7,-5,2.3,.,-6,.,.,-23
CC1=N/C(=C\c2ccc([N+](=O)[O-])cc2)C(=O)N1c1ccc(Cl)cc1,-7,12,-5,0.83,.,-1,.,.,-34
COC(=O)CSc1nnc(C)c(=O)[nH]1,-9,13,-8,0.59,101,3,91,94,7
Cc1oc2cc(O)ccc2c(=O)c1N1C(=O)c2ccccc2C1=O,6,0,-6,1.3,102,2,93,102,30
O=C(Nc1nccs1)C1CCN(S(=O)(=O)c2ccc3c(c2)OCCCO3)CC1,-4,6,.,-0.37,102,8,88,99,.
Cc1cc(C(=O)COc2ccc(-c3nnco3)cc2)c(C)n1Cc1ccccc1,-3,21,-2,0.95,81,4,100,83,-15
Cn1c(NCc2cccnc2)nc2c1c(=O)n(Cc1ccccc1F)c(=O)n2C,0,4,-5,0.44,99,-9,77,96,-5
c1ccc2c(c1)nc(N1CCN(C3CCCCC3)CC1)c1nnnn12,1,-6,.,-0.85,92,7,84,83,.
c1ccc(Cn2nnnc2C(c2cccs2)N2CCSCC2)cc1 (configuration not stated),-24,8,-3,-0.23,106,2,90,93,7
COc1ccc(NCc2nnc(SCC(=O)NCc3ccccc3)n2-c2ccccc2OC)cc1,.,.,-3,2.8,85,.,104,102,-14
COC(=O)c1ccc(NC(=O)CSCc2ccc(C)cc2)cc1,-3,5,-1,0.35,111,1,104,98,-11
CC(C)Cn1nc(NS(=O)(=O)c2ccccc2)c2cc3ccccc3nc21,-6,8,-10,0.07,83,-7,102,99,-9
Cc1cc(C(=O)O)c(CSCc2cc(C(=O)O)oc2C)o1,-8,5,-2,-0.6,92,-14,95,100,6
Cn1cc(/C=C2/SC(=O)N(c3ccccc3)C2=O)c2ccccc21,0,-12,-3,.,.,18,.,.,18
COc1cc2ccccc2cc1C(=O)Nc1cccnc1,1,1,-1,0.71,90,7,57,103,-6
CCC(=O)N1CCN(c2ccc(NC(=O)c3ccc4c(c3)OCO4)cc2)CC1,-5,-11,0,-0.037,74,-1,71,94,-15
CCCNS(=O)(=O)c1ccc(OCC(=O)NCCCOC)cc1,.,.,-1,-0.23,95,.,98,98,9
O=C(Nc1cccc2c1[nH]c1ccccc12)C(F)(F)F,.,.,0,-0.54,95,.,11*,99,8
O=S(=O)(c1ccc2c(c1)nc(COc1ccc(Cl)cc1)n2CC1CCCO1)N1CCOCC1 (configuration not stated),-2,0,-4,0.53,67,-3,5.8*,5.7*,18
Cc1[nH]c(=S)n(CC2CCCO2)c1C (configuration not stated),2,24,-3,-1.1,103,3,83,92,33
CC(=O)Nc1ccc(NC(=O)C(C)O/N=C/c2cccc([N+](=O)[O-])c2)cc1 (configuration not stated),-2,-8,0,0.44,.,8,.,.,-6
O=C(C1CCCN(S(=O)(=O)c2cccnc2)C1)N1CCN(c2ccccn2)CC1 (configuration not stated),2,12,-1,1.4,99,0,94,106,8
COc1ccc(Cn2nnnc2C(c2cccnc2)N2CCN(c3ccc(O)cc3)CC2)cc1 (configuration not stated),-3,-6,-10,0.48,85,-15,103,104,23
NC(=O)C1CCN(C(=O)c2ccco2)CC1,.,.,-2,-0.39,98,.,97,94,-3
CSCCC(NC(=O)c1ccc(C)o1)C(=O)O (configuration not stated),6,-2,-6,-0.78,96,6,99,101,11
COc1ccccc1CNC(=O)c1cc2c(C)nn(Cc3ccc(F)cc3)c2s1,-21,33*,-6,2.1,88,-4,47,87,10
COc1ccccc1C(=O)n1nc(C)cc1C,6,8,-2,0.15,92,13,106,92,-7
O=C(Nc1cc(Sc2ccccn2)cc([N+](=O)[O-])c1)c1ccc([N+](=O)[O-])cc1,-8,-4,-5,.,.,1,.,.,14
CCC(NS(=O)(=O)c1ccc(C)cc1)C(=O)O (configuration not stated),1,1,-4,-2.2,.,-3,.,.,6
CN(CCNC(=O)c1cn(C)c2ccc(S(=O)(=O)N(C)C)cc2c1=O)CCc1ccccc1,-4,17,-3,0.074,89,-4,94,104,-3
COc1ccc(S(=O)(=O)N2CCC[C@H]2C(=O)NC2=NCCS2)cc1,-2,10,2,-0.3,93,0,91,95,1
CCOc1ccc(NC(=O)C23CC4CC(C2)CC(c2ccccc2)(C4)C3)cc1,-20,14,-5,0.1,.,7,.,.,-2
NC(=O)c1c(NC(=O)CN2CCOCC2)sc2c1CCC2,4,5,-5,-0.035,103,1,75,100,-1
CCCCCCC(=O)Nc1nnc(CC)s1,.,.,-5,1.3,100,.,95,93,-6
CCOc1ccc(OCC(=O)NCCc2nc3ccccc3[nH]2)cc1,8,12,-1,0.0028,102,3,108,94,7
CCC(C)NC(=O)C1CCC(=O)N(c2ccc3c(c2)OCO3)C1c1ccc(OC)cc1 (configuration not stated),0,28,-6,-0.052,.,3,.,.,20
CCOc1cccc(C(=O)N(Cc2ccco2)C2CCS(=O)(=O)C2)c1 (configuration not stated),-5,11,-1,0.65,102,1,83,112,1
CCOC(=O)Cc1csc2nc3sc(C)c(C)c3c(=O)n12,4,19,-2,0.19,108,8,101,98,-19
Cc1ccc2nc3sc(C(=O)Nc4ccc(N5CCOCC5)cc4)c(N)c3cc2c1,0,-3,-4,.,.,17,.,.,9

# Source: PubChem
